L929 necroptosis – blocks zVAD induced death of L929 cells; L929 zVAD necroptosis rescue, ATP luminescence, 24 h; with zVAD 60 µM; actives 0.38% (n = 220,000); viability rescue, % at 10 µM;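 active means activation, scaled between plate controls, above about 75%, limit read from the data; inactive means activation under that limit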;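 further: 0% = zVAD with DMSO and 100% = DMSO alone without zVAD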
EBV gp42 block – inhibitors of Epstein-Barr virus glycoprotein 42; Q1HVG2; actives 0.42% (n = 220,000); inhibition, % (tested at 21.74 µM); Fluorescence polarization binding assay, mP read-out; in the data active means inhibition above about 50%
Target sequence (Q1HVG2 whole entry, looked up): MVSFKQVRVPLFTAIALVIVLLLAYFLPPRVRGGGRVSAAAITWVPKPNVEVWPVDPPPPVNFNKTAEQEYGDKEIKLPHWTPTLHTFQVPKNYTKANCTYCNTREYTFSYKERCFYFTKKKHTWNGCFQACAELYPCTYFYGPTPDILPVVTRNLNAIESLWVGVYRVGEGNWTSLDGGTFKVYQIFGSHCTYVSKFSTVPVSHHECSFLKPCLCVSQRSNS
Tb hexokinase – T. brucei hexokinase 1 inhibition; AID 1430; recombinant TbHK1, G6PDH-coupled NADH A340; actives 0.11% (n = 220,000); inhibition, % at 10 µM;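 active means inhibition of 50% or more in the single-dose primary screen; inactive means inhibition below 50%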
Runt-SMMHC FRET – inhibitors of human RUNX1 Runt domain binding to CBFb-SMMHC; Q01196+Q13951; Cerulean-Runt/Venus-CBFb-SMMHC FRET ratio 530/480, 1 h; inhibition, % at 20 µM; actives 0.74% (n = 220,000); AID 1434;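 active means mean inhibition across duplicate retests at 20 µM reaching about 50%, limit read from the data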;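 further: 0% = DMSO wells and 100% = wells with excess untagged CBFb-SMMHC; inhibitors lower the FRET ratio by blocking Runt binding to CBFb-SMMHC; some results filed as inactive read as strong as hits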
p47phox inh – inhibitors of human p47phox binding; actives 0.53% (n = 220,000); inhibition, % at 24.7 µM; P14598; p47phox/p22phox peptide binding, fluorescence polarization, 2 h;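 active means inhibition above about 30%, limit read from the data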;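 further: 0% = p47phox with labelled peptide and 100% = labelled peptide alone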
Runt-CBFb FRET – Runt domain-CBFb interaction inhibition. Q01196+Q13951. Cerulean-Runt/Venus-CBFb FRET ratio 530/480, 1 h. inhibition, % at 20 µM. actives 0.46% (n = 220,000). AID 1496;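 active means inhibition over about 50% at 20 µM in the single-dose screen, limit read from the data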;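 further: 0% = DMSO wells and 100% = excess unlabeled CBFb competitor control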
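Assay system: Cerulean-tagged RUNX1 Runt domain (FRET donor) fusion protein / Amount: 100 nM each of Venus-CBFb and Cerulean-Runt domain / Medium: Tris buffer pH 7.5 with salts and BSA / Also added: Venus-CBFb 100 nM / Schedule: 1 h complex formation plus 1 h compound treatment, room temperature / Signal: FRET fluorescence / Read-out: loss of energy transfer signal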
Mdm2 ligase inh – inhibitors of human Mdm2 E3 ubiquitin ligase. Q00987. cell-based MDM2 ubiquitination luciferase reporter, 2 h; 0 = plate control, 100 = twice control, blank-subtracted. signal enhancement, % at 5 µM. actives 0.11% (n = 210,000);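 active means signal enhancement of 30% or more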;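 further: luminescence tracks abundance of the self-degrading MDM2-luciferase fusion protein; higher signal means inhibition of MDM2 E3 ligase activity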
Target sequence (Q00987 whole entry, looked up, the tested form may be a part): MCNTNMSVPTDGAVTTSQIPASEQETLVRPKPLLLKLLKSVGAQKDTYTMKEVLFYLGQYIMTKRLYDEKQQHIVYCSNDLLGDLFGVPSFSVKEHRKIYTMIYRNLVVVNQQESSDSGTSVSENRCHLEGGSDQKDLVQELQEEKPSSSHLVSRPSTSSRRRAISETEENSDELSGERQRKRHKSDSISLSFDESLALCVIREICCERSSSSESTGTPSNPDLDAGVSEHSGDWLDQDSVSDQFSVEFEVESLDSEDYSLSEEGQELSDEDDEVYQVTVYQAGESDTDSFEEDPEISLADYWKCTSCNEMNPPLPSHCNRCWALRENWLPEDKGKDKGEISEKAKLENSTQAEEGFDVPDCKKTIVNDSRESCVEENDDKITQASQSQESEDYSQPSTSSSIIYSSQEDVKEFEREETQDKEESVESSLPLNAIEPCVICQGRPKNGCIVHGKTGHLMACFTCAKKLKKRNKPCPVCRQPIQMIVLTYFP
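Buffer or medium: Cells held in DMEM | Assay system: Stable mammalian line carrying autodegrading MDM2–luciferase fusion reporter | Quantity: 2000 cells/well | Times: 4 h settle plus 2 h compound, 37 °C | Doses: One concentration, 5 µM, with 0.2% DMSO | Technique: Luminescence with SteadyLite reagent, 15 min at room temperature | Benchmarks: Plate controls and plate blanks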
Hck Nef HTS – inhibitors of human Hck kinase activated by Nef; P08631; Recombinant Hck-YEEI plus Nef, Z-Lyte FRET kinase assay; inhibition, % at 20 µM; actives 0.68% (n = 220,000); AID 463187;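 active means Hck-Nef kinase inhibition above about 50%, limit read from the data; inactive means inhibition below that limit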;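 further: 0% = DMSO with Hck plus Nef and 100% = Hck alone without Nef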
14-3-3 Bad inh – disrupts binding of bovine 14-3-3 zeta to phospho-Bad peptide; P63103; TR-FRET 14-3-3zeta/Dy647-pBad peptide displacement, 1 h; inhibition, % at 21.7 µM; actives 0.71% (n = 220,000); AID 781;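 active means inhibition above about 70%, limit read from the data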;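 further: 0% = full 14-3-3 plus peptide FRET controls and 100% = background without 14-3-3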
Target sequence (P63103 whole entry, looked up): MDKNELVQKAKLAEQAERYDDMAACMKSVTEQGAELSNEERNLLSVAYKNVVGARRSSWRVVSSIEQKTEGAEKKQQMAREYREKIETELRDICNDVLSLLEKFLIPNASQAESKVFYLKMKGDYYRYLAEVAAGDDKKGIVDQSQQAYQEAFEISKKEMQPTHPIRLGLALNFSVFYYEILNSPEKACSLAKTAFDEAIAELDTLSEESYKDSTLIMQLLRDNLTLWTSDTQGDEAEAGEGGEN
Numbers without * were called inactive; . = not tested or not shown; [ ] = remark or other dose.

1) COCCNC(C)C(=O)Nc1ccc(Br)cc1 (configuration not stated)
2) COc1ccc(NC(=O)CN(c2ccccc2)S(=O)(=O)c2ccccc2)c(OC)c1
3) O=C1c2ccccc2C(=O)N1c1cccc(-c2nc3ccccc3o2)c1
4) CCN(CC)S(=O)(=O)c1ccc(NC2c3ccccc3C(=O)N2Cc2ccc3c(c2)OCO3)cc1 (configuration not stated)
5) COC(=O)CN1C(=O)C(O)(CC(=O)c2ccc(C)cc2)c2cc(Br)ccc21 (configuration not stated)
6) O=C(/C=C/c1ccc2c(c1)OCCCO2)c1ccc2ccccc2c1O
7) Cc1cc(NC(=O)C2CC(c3ccc(F)cc3)=NO2)n(-c2ccccc2)n1 (configuration not stated)
8) COc1ccc(C(=O)NNC(=O)CSc2nnc(COc3ccc4ccccc4c3)n2C)cc1
9) CCC(=O)Nc1ccc(N2CCOCC2)c(S(=O)(=O)Nc2ccc(OC)cc2)c1
10) COc1cccc(Oc2coc3c(CN4CCOCC4)c(O)ccc3c2=O)c1
assay / entry,1,2,3,4,5,6,7,8,9,10
14-3-3 Bad inh,40,4,52[fluorescence artefact?],-2[fluorescence artefact?],-1,-3,0,.,-1,11
Runt-SMMHC FRET,2,0,2,-4,-4,-4,-2,-1,-6,4
Runt-CBFb FRET,0,1,-2,1,1,-5,0,-2,31,-2
p47phox inh,-15,0,2,-4,-10,-12,-12,-12,-7,-4
L929 necroptosis,-0.4,1.0,0.1,-0.8,3.2,0.5,-0.7,-0.1,0.7,-0.4
Tb hexokinase,3,-7,-6,-1,-1,-19,-4,3,-7,-21
Hck Nef HTS,-8,6,8,0,-1,1,-1,1,-9,2
Mdm2 ligase inh,-8,-7,-12,-8,-11,-1,-10,-9,2,-6
EBV gp42 block,-9,-8,-15,0,-10,-12,6,-7,-19,5

11) O=C(CNC(=O)c1cc2c(s1)CCC2)Nc1ccccc1Br
12) CN(C)c1cc(-c2ccc(Cl)cc2)oc(=O)c1Cl
13) CC1=CC2(C#N)C3(N=C(N)C2(C#N)C(c2ccccc2)N1)OCCO3 (configuration not stated)
14) CS(=O)(=O)N1CCN(c2ccccc2NC(=O)c2ccc(-c3ccc(Cl)cc3Cl)o2)CC1
15) CCCOc1ccc(C(=O)CCN2CCCCC2)cc1
16) C/C(=N\NC(=O)c1c(C)nc2ccccn12)c1ccc(N2CCOCC2)cc1
17) COc1ccccc1NC(=O)c1ccc(NC(=O)COC(=O)C2CCCO2)cc1 (configuration not stated)
18) CCc1c(C)c(C#N)c2nc3ccccc3n2c1NCC1CCCO1 (configuration not stated)
19) CCc1ccc(NC(=O)CSc2nc3c(c(=O)n(C)c(=O)n3C)n2C)cc1
20) Cc1ccc(C(=O)Nc2c(C(=O)N3CCOCC3)cnn2-c2ccccc2)cc1
assay / entry,11,12,13,14,15,16,17,18,19,20
14-3-3 Bad inh,6[fluorescence artefact?],-5,-6,-11[fluorescence artefact?],27,-6,-3,-15[fluorescence artefact?],8[fluorescence artefact?],39[fluorescence artefact?]
Runt-SMMHC FRET,-6,0,21,-8,6,-2,-1,65*,3,-10
Runt-CBFb FRET,0,0,6,3,10,1,0,35,-2,0
p47phox inh,-12,-16,-6,-58,-5,-11,0,-3,-1,-7
L929 necroptosis,-0.2,1.3,0.3,-0.1,-0.3,3.1,-0.4,-1.1,.,0.1
Tb hexokinase,-10,-35,6,-13,6,-28,7,-6,1,2
Hck Nef HTS,7,6,2,-1,1,-15,-29,21,0,0
Mdm2 ligase inh,-3,-10,8,12,-16,-7,-2,-11,.,-16
EBV gp42 block,-27,-16,-27,-20,-10,-3,1,-7,-2,-14

21) C=CCn1c(-c2ccccc2)ccc(C#N)c1=O
22) Cc1ccc2cc(CN(Cc3ccc(F)cc3)Cc3nnnn3C3CCCC3)c(=O)[nH]c2c1
23) Fc1cccc(Nc2nc3ccccc3n3nnnc23)c1
24) COc1cccc(NC(=O)N[C@@H](Cc2ccccc2)C(=O)O)c1
25) N/C(=N\NC(=O)c1cccc(F)c1)c1cc2ccccc2oc1=O
26) CC1Cc2ccccc2N1C1=NS(=O)(=O)c2ccccc21 (configuration not stated)
27) Cc1ccc(Nc2ncc(C(=O)NCCCN3CCN(C)CC3)c3ccccc23)cc1Cl
28) COc1ccccc1-n1cnc2c(c1=O)c1nc3ccccc3nc1n2-c1ccc(C)c(C)c1
29) CCN(CC)S(=O)(=O)c1ccc(NC(=O)C2CCCN(C(=O)c3ccc(Cl)cc3)C2)cc1 (configuration not stated)
30) CC1CC(=O)Nc2ccccc2N1S(=O)(=O)c1ccc(C#N)cc1 (configuration not stated)
assay / entry,21,22,23,24,25,26,27,28,29,30
14-3-3 Bad inh,-6,8,-12,-5[fluorescence artefact?],-3,1,-7,41[fluorescence artefact?],-15,-4
Runt-SMMHC FRET,0,-5,-3,3,-7,-47,0,-17,3,-3
Runt-CBFb FRET,-2,-5,2,0,1,0,0,-11,-1,2
p47phox inh,-11,-16,-8,-92,5,-11,11,35*,-9,8
L929 necroptosis,0.1,0.3,0.3,-0.3,2.1,0.5,2.7,0.3,1.3,-0.4
Tb hexokinase,-1,-11,-9,-3,-7,-14,-34,-11,33,41
Hck Nef HTS,-1,1,1,4,-2,1,-6,20,2,8
Mdm2 ligase inh,-15,-11,-14,-12,1,-15,-3,-8,-2,-17
EBV gp42 block,-2,-1,-27,-7,-13,5,5,-9,-3,-8

31) COc1ccc(NC(=S)N(CCCN2CCN(C)CC2)Cc2cccs2)cc1
32) CCN1CCN(C(=O)c2cc3c(-c4ccc(Cl)cc4)nn(C)c3s2)CC1
33) CC(=O)Oc1ccc2c(=O)c(Oc3ccccc3)coc2c1OC(C)=O
34) CCOC(=O)c1sc(NC(=O)CSc2nc(C)cc(C)c2C#N)c(C#N)c1C
35) O=C(O/N=C(/c1ccccc1)c1ccncc1)c1ccccc1[N+](=O)[O-]
36) CCC(=O)Nc1ccc(C(=O)OCC(=O)c2ccc(C)c([N+](=O)[O-])c2)cc1
37) O=C(O)c1cccc(N2CCCCS2(=O)=O)c1
38) COc1cccc2cc(C(C)N(CCCN3CCOCC3)C(=S)Nc3cc(C)ccc3C)oc12 (configuration not stated)
39) CCN(CC)S(=O)(=O)c1ccc(Cl)c(C(=O)Oc2cccc(-c3cnc4ccccc4n3)c2)c1
40) CCCOc1ccc(N2C(=O)CC(N(CCC)C(=O)CCC(=O)O)C2=O)cc1 (configuration not stated)
assay / entry,31,32,33,34,35,36,37,38,39,40
14-3-3 Bad inh,-2[fluorescence artefact?],10,-1,27,-6,-14,-6[fluorescence artefact?],-1,-6,7
Runt-SMMHC FRET,-3,1,3,1,2,-12,0,-1,-4,-3
Runt-CBFb FRET,1,-3,9,.,0,0,0,-3,-2,2
p47phox inh,2,-18,-6,-3,-1,-6,-28,7,-7,2
L929 necroptosis,-0.1,1.6,0.8,-0.3,4.8,0.5,0.1,0.6,3.1,2.9
Tb hexokinase,0,-16,34,-7,1,1,2,-5,-16,-3
Hck Nef HTS,5,1,12,11,22,1,1,23,5,-2
Mdm2 ligase inh,-5,0,-9,4,-3,-6,-18,-17,-31,-1
EBV gp42 block,-11,-7,-11,-12,-1,16,-12,14,-3,-1

Shown tab-delimited: part of the list above
item	canonical_smiles	14-3-3 Bad inh	Runt-SMMHC FRET	Runt-CBFb FRET	p47phox inh	L929 necroptosis	Tb hexokinase	Hck Nef HTS	Mdm2 ligase inh	EBV gp42 block
35	O=C(O/N=C(/c1ccccc1)c1ccncc1)c1ccccc1[N+](=O)[O-]	-6	2	0	-1	4.8	1	22	-3	-1
36	CCC(=O)Nc1ccc(C(=O)OCC(=O)c2ccc(C)c([N+](=O)[O-])c2)cc1	-14	-12	0	-6	0.5	1	1	-6	16
37	O=C(O)c1cccc(N2CCCCS2(=O)=O)c1	-6[fluorescence artefact?]	0	0	-28	0.1	2	1	-18	-12

Next part.
41) Cc1ccc(-n2c(SCC(=O)Nc3ccc4c(c3)OCO4)nnc2-c2ccoc2C)cc1
42) O=C(CC(C(=O)N1CCc2ccccc21)n1ccnc1)NCc1cccnc1 (configuration not stated)
43) CCCCCC(=O)NNC(=S)NC(=O)c1ccccc1[N+](=O)[O-]
44) COc1ccc(N(Cc2cc3ccccc3[nH]c2=O)C(=O)C2CCCO2)cc1 (configuration not stated)
45) COCCn1c(N)c(S(=O)(=O)c2cccs2)c2nc3ccccc3nc21
46) O=C(CSc1ccc(Cl)cc1)Nc1ccc(N2CCN(C(=O)c3ccco3)CC2)cc1
47) Cc1c(/C=C/C(=O)c2ccc(C(C)C)cc2)cnn1C
48) CC(C)(C)NC(=O)C1CCN(S(=O)(=O)c2cccc(C(F)(F)F)c2)CC1
assay / entry,41,42,43,44,45,46,47,48
14-3-3 Bad inh,-12[fluorescence artefact?],10,-19,-7,2,-13[fluorescence artefact?],-10,1
Runt-SMMHC FRET,2,-6,4,-1,20,-6,3,-1
Runt-CBFb FRET,-2,-1,6,-1,10,-1,0,-3
p47phox inh,-26,-14,-4,-8,-1,-6,-4,-6
L929 necroptosis,-0.5,-0.1,7.3,1.2,-0.1,0.1,0.8,-0.7
Tb hexokinase,-2,0,8,-14,-16,-11,-29,13
Hck Nef HTS,0,-1,23,3,30,2,22,-26
Mdm2 ligase inh,-3,-8,-18,-6,-12,-16,-4,-8
EBV gp42 block,5,-1,-18,-12,4,-10,-13,-2

An excerpt of these results, bar-delimited.
No. | SMILES | 14-3-3 Bad inh | Runt-SMMHC FRET | Runt-CBFb FRET | p47phox inh | L929 necroptosis | Tb hexokinase | Hck Nef HTS | Mdm2 ligase inh | EBV gp42 block
46 | O=C(CSc1ccc(Cl)cc1)Nc1ccc(N2CCN(C(=O)c3ccco3)CC2)cc1 | -13[fluorescence artefact?] | -6 | -1 | -6 | 0.1 | -11 | 2 | -16 | -10
47 | Cc1c(/C=C/C(=O)c2ccc(C(C)C)cc2)cnn1C | -10 | 3 | 0 | -4 | 0.8 | -29 | 22 | -4 | -13
48 | CC(C)(C)NC(=O)C1CCN(S(=O)(=O)c2cccc(C(F)(F)F)c2)CC1 | 1 | -1 | -3 | -6 | -0.7 | 13 | -26 | -8 | -2

Compound activity as filed in PubChem BioAssay.
